Nrf2 activator: activators of Nrf2 (ARE) signaling | AID 624171 | Potency, µM (top dose mostly 46.1 µM), for the others: at the top dose activation, actives largely listed as activators | AREc32 ARE-luciferase reporter (MCF7-derived line), luminescence, 24 h | actives 0.31% (n = 410,000); note: potency is the fitted concentration of half-maximal effect; % of control where 0% means no effect; nearly all actives have a fitted effect of over 65% in size
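For detection, Steady-Glo was added and plates sat 30 min at RT; before that, AREc32_Fluc cells grown overnight in OPTI-MEM/5% FBS had been treated with 23 nL compound for 24 hr at 37 deg C.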
TGFb inhibitor: blocks TGF-b signaling. Potency, µM (top dose mostly 46.1 µM), for inactives: at the top dose activity, negative = inhibition, usual class: inhibitors. HepG2 CAGA-GFP TGF-b/SMAD3 reporter, GFP fluorescence, 18 h; TGF-beta stimulated, 500 pg/mL final. AID 588855. actives 1.2% (n = 410,000); note: potency is the fitted concentration of half-maximal effect; % is set by controls: 0 for no effect and ±100 for the full control effect; nearly all actives have a fitted effect of over 65% in size
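Cell-based qHTS in HEPG2 carrying a CAGA-GFP Smad reporter; compounds added before 500 pg/mL final TGF-beta, 18 h incubation at 37 degrees C, GFP fluorescence quantified per cell by imaging cytometry.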
Akt phos inh: inhibitors of Akt phosphorylation; activity change, % for hits at 50 µM; AID 651550; actives 0.32% (n = 360,000); Neuro2A IGF-stimulated pAkt S473 HTRF, 20 min; hits give low values; in the data active = activity change below about -80%; inconclusive = mostly about -51% to -80%; note: % is set by controls: 0 for no effect and ±100 for the full control effect
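Neuro2A cells in DMEM with 0.5% FBS, overnight at 37 deg C, given compound at single 50 µM final, then IGF (6 nM final) for 20 min at 37 deg C. Lysed; phospho-Akt Ser473 by HTRF after 24 h, 665/615 ratio.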
S2 tox: reduces viability in counter-screen for ATXN expression inhibitors. Potency, µM (doses to about 56.7 µM), hits mostly cytotoxic. S2 cells (HEK-293 line with an ATXN2-luciferase reporter) viability, CellTiter-Fluor protease fluorescence, 24 h. actives 0.49% (n = 400,000). AID 651635; note: potency is the fitted concentration of half-maximal effect; nearly all actives have a fitted effect of over 40% in size
HepG2 tox: kills HepG2 cells in TGF-b inhibitor counter-screen; Potency, µM (top dose mostly 46.1 µM), for inactives: at the highest dose activity change, negative = cytotoxicity, usual class: cytotoxic; HepG2 CAGA-GFP viability, ATP luminescence, 18 h; actives 0.76% (n = 410,000); note: potency is the fitted concentration of half-maximal effect; some results filed as inactive show a strong effect at the top dose
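CellTiter-Glo luminescence gave cytotoxicity after 18 hours at 37 degrees C. The cells were HepG2 CAGA-GFP in 1% FBS DMEM, stimulated with 500 pg/mL TGF-beta after compound addition. %Activity was normalised to no-cell wells (complete cell-killing) and DMSO (no toxicity), and curves were fitted and classified.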
CCT modulator: changes cytosolic chaperonin activity; purified chaperonin ATPase assay, HTRF ADP detection, 30 min; AID 651819; activity change, % (test concentration not listed), hits read low; actives 0.3% (n = 360,000); in the data active = activity change below about -30%; note: % is set by controls: 0 for no effect and ±100 for the full control effect
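TRiC (40 or 20 nM final, by batch activity) in 30 mM Tris pH 7.4, 100 mM KCl, 5 mM MgCl2, 1 mM DTT was treated with compound at 76 uM single dose, then 10 uM ATP, 30 min at 37 °C. ADP was read by HTRF Transcreener.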
A549 tox: A549 cytotoxicity, counter-screen for Nrf2 inhibitors | A549 ARE-Fluc cells, CellTiter-Fluor viability, 18-24 h | Potency, µM (doses to about 46 µM), inactives show top-dose activity change, negative = cytotoxicity, most hits filed as inhibitors | actives 0.16% (n = 390,000) | AID 504648; note: potency is the fitted concentration of half-maximal effect; % is set by controls: 0 for no effect and ±100 for the full control effect
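A549 ARE-Fluc cells in 5% FBS OPTI-MEM, 5000 cells/well, rested 2 h then exposed to compounds in concentration-response for 18-24 h at 37 °C. Viability by CellTiter-Fluor fluorescence (Ex 405/Em 525) after 30 min; luciferase luminescence (BugLite, 15 min, RT) read afterwards.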
Nrf2 inh: blocks Nrf2 signaling. A549 ARE-Fluc reporter, luciferase luminescence, 18-24 h. actives 2.1% (n = 360,000). Potency, µM (highest dose often 46 µM), for inactives: at the top dose activity change, negative = inhibition, usual class: inhibitors; note: potency is the fitted concentration of half-maximal effect; % is set by controls: 0 for no effect and ±100 for the full control effect; nearly all actives have a fitted effect of over 60% in size
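A549 ARE_Fluc cells (5000/well, 5% FBS OPTI-MEM) pre-incubated 2 h, then treated with compounds 18-24 h at 37C/5% CO2 in concentration-response. CellTiter-Fluor viability read first; BugLite luciferase luminescence after 15 min at room temperature gives Nrf2 activity.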
Mm-Cpn inhibitor: M. maripaludis TRiC chaperonin inhibition | purified Mm-Cpn ATPase, ADP Transcreener TR-FRET | Potency, µM (series often up to 76.9 µM), without a hit: at the top dose activity, negative = inhibition, usual class: inhibitors | actives 0.031% (n = 330,000) | AID 504842; note: potency is the fitted concentration of half-maximal effect; % is set by controls: 0 for no effect and ±100 for the full control effect; nearly all actives have a fitted effect of over 80% in size
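ATPase turnover read by TR-FRET ADP competition (Eu cryptate antibody/ADP-d2, 665/590 nm): 10uM ATP final, 25nM Mm-CPN final, 30 min 37degC after 10-min compound preincubation, pH 7.4 Tris/KCl/MgCl2/DTT buffer.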
* hit, by the source's call; i = inactive; ? = inconclusive; nt = no result given; & = joins results of further samples; [ ] = remark or other dose. Unless noted, calls come from the whole dose curve; as a rule, active = well fitted curve in the direction sought with a large enough effect; inconclusive = small, poorly fitted or top-dose-only effect, or another doubt; inactive = no such curve, though single readings can be large; an effect the other way counts as inactive or inconclusive.

entry | Compound | Nrf2 activator | TGFb inhibitor | Akt phos inh | S2 tox | HepG2 tox | CCT modulator | A549 tox | Nrf2 inh | Mm-Cpn inhibitor
1 | Cc1cccc(CN2CCN(C3CN(Cc4ccc([N+](=O)[O-])cc4)S(=O)(=O)C3)CC2)c1 (configuration not stated) | 0.2% | ? | i | i | -8% | -3.8 | nt | nt | nt
2 | COc1cc2c(cc1OC)[C@@H](Cc1ccc(OCCC#N)cc1)N(C)CC2 | -0.5% | -21% | i | i | -1% | 0.1 | -3% | 5% | 1%
3 | COc1ccc2c(C(=O)CN3CCN(c4ccccc4)CC3)c[nH]c2c1 | -0.1% | -1% | i | i | -17% | -1.4 | nt | -20% | 0%
4 | S=c1[nH]nc(C2CCCCC2)n1/N=C/c1ccncc1 | 0.2% | -1% | i | i | -17% | -0.9 | -8% | ? | -4%
5 | Cc1ccc(SC(C)C(=O)Nc2ccncc2)cc1 (configuration not stated) | -0.5% | -2% | i | i | 7% | -1.4 | -1% | 13µM* | 1%
6 | O=C(NNC(=S)NC(=O)c1ccccc1[N+](=O)[O-])c1ccccc1Cl | 5.1% | 1% | i | i | -2% | -0.4 | -2% | -9% | 1%
7 | O=C(N/N=C/C=C/c1ccco1)C(O)c1ccccc1 (configuration not stated) | 9.1% | 0% | i | i | -1% | 0.5 | -1% | ? | nt
8 | CCOC(=O)c1c(C)n(-c2ccccc2)c2ccc(OC(=O)c3ccccc3NC(=O)C(C)C)cc12 | -5.3% | ? | nt | ? | -68% | nt | 6% | -4% | nt
9 | C=CCn1c(CCC(O)COCCC)n[nH]c1=S (configuration not stated) | 0.9% | -9% | i | i | -6% | 2.3 | 3% | -14% | -4%
10 | Cc1cccc(C(=O)OCC(=O)NC2CC2)c1O | 0.3% | 3% | i | i | 2% | 1.4 | 4% | 11% | -1%
11 | CCOc1ccc(S(=O)(=O)N2CCOCC2)cc1NC(=O)CCOc1ccc(C(C)(C)C)cc1 | 0.8% | 0% | i | i | 0% | -2.0 | -9% | -24% | 1%
12 | COc1ccc(CCNC(=O)Cc2c(C)c3cc4c(C)coc4cc3oc2=O)cc1OC | 0.4% | -5% | nt | nt | -1% | nt | 4% | 5% | nt
13 | Cc1noc(/C=C/N(C)C)c1S(=O)(=O)N1CCC(C(=O)O)CC1 | -0.8% | 21% | i | i | 2% | -1.8 | -1% | 5% | 0%
14 | CCOC(=O)c1c(S(=O)(=O)N2CCC(C(=O)Nc3ccc(C)c(Cl)c3)CC2)c(C)n(C)c1C | -0.5% | -13% | nt | i | -31% | nt | 1% | nt | nt
15 | COc1ccccc1NC(=O)COC(=O)/C=C/c1cccs1 | 7.7% | -6% | i | i | -1% | -2.3 | 1% | 10% | 1%
16 | CCCN(C(=O)c1cccc(S(=O)(=O)N2CCN(Cc3ccccc3)CC2)c1)C1CCS(=O)(=O)C1 (configuration not stated) | -0.1% | -9% | i | i | -15% | -5.9 | -4% | -24% | 0%
17 | Cc1ccc(OCC(O)Cn2c(=N)n(CCN3CCOCC3)c3ccccc32)cc1 (configuration not stated) | -1.4% | -11% | i | ? | -23% | 1.4 | -15% | -10% | 1%
18 | COc1cc(/C=N/NC2=NC(C)(C)Cc3ccccc32)cc(OC)c1OC | 0.7% | 5% | i | i | -15% | -4.1 | -2% | -14% | -5%
19 | OC(CC(O)c1ccccc1)c1ccccc1 (configuration not stated) | 0.6% | 0% | i | i | -4% | -1.5 | -1% | ? | nt
20 | COc1ccc(CN=C(N)N=C(N)N)cc1Cl | -0.1% | 0% | i | i | 0% | 1.1 | -19% | 16µM* | 1%
21 | O=C(Cn1cc(C(F)(F)F)cc(Cl)c1=O)Nc1cccc(S(=O)(=O)N2CCCCC2)c1 | -0.9% | -18% | i | i | -24% | -0.6 | 0% | -10% | -1%
22 | COc1ccccc1/C=C/C=N/NC(=O)Cc1cccn1C | 5.8% | 14% | i | i | 5% | 0.8 | 4% | -5% | -1%
23 | O=C(CC1SC(N2CCCCC2)=NC1=O)Nc1ccc(C(=O)NCc2ccccc2)cc1 (configuration not stated) | -0.5% | 15% | i | i | 8% | 1.5 | -4% | -21% | 1%
24 | C=CCn1c(/N=C/c2ccc3c(c2)OCO3)nc2ccccc21 | 0.3% | -10% | i | i | -3% | 0.4 | 4% | ? | 0%
25 | CCN(CC)C(=O)CSC(=Nc1ccccc1F)NC#N | 27% | 37%[activator] | i | i | -2% | -1.2 | -4% | nt | 0%
26 | O=C(NCCN1CCOCC1)c1cc(S(=O)(=O)Nc2ccccc2F)c(Cl)cc1Cl | -0.2% | 8% | i | i | 3% | -0.2 | 0% | -11% | -1%
27 | O=C(CN(c1ccc(F)cc1)S(=O)(=O)c1ccccc1)N1CCOCC1 | -0.6% | 3% | i | i | -5% | -1.9 | 1% | 6% | nt
28 | CCOC(=O)c1c(C)n(-c2ccccc2)c2ccc(OC(=O)c3ccccc3)cc12 | -0.6% | -31% | nt | nt | -25% | nt | 4% | 11% | nt
29 | COc1ccc(C2(Nc3cccc(C(=O)O)c3C)C(=O)c3ccccc3C2=O)cc1 | 2.7% | 1% | nt | i | 28% | nt | -1% | ? | nt
30 | COc1cc(/C=C/C(=O)CC(=O)/C=C/c2ccc(O)c(OC)c2)ccc1O | ? | ? | nt | i | -26%&-75% | -1.6 | ? | -19% | 0%[15.4 µM]

In a second layout: entries from further up
17. Cc1ccc(OCC(O)Cn2c(=N)n(CCN3CCOCC3)c3ccccc32)cc1 (configuration not stated)
  Nrf2 activator: -1.4% | TGFb inhibitor: -11% | Akt phos inh: i | S2 tox: ? | HepG2 tox: -23% | CCT modulator: 1.4 | A549 tox: -15% | Nrf2 inh: -10% | Mm-Cpn inhibitor: 1%
12. COc1ccc(CCNC(=O)Cc2c(C)c3cc4c(C)coc4cc3oc2=O)cc1OC
  Nrf2 activator: 0.4% | TGFb inhibitor: -5% | Akt phos inh: nt | S2 tox: nt | HepG2 tox: -1% | CCT modulator: nt | A549 tox: 4% | Nrf2 inh: 5% | Mm-Cpn inhibitor: nt

Remaining list, next part:
entry | Compound | Nrf2 activator | TGFb inhibitor | Akt phos inh | S2 tox | HepG2 tox | CCT modulator | A549 tox | Nrf2 inh | Mm-Cpn inhibitor
31 | O=C(N/N=C/c1ccc[nH]1)c1ccc(O)cc1 | -0.2% | 7% | i | i | -3% | -0.8 | -15% | -7% | -2%
32 | CCCCOc1ccc(C(O)(CCN2CCOCC2)c2ccccc2)cc1 (configuration not stated) | 3.8% | 9% | i | i | -25% | -1.3 | 0% | -7% | 2%
33 | CN(Cc1ccccc1)C(=O)CCNC(=O)Cn1cnc2ccccc2c1=O | -0.8% | -1% | i | i | 2% | -0.7 | -14% | ? | 2%
34 | COc1ccc(C)cc1NC(=O)CN(c1ccc(F)cc1)S(C)(=O)=O | -1.0% | ? | i | i | 4% | -1.3 | -3% | ? | 1%
35 | COc1ccc(CN2CCNC(=O)C2CC(=O)NC2CCOCC2)c(F)c1 (configuration not stated) | 0.1% | 9% | i | i | 3% | -2.2 | -1% | -1% | 3%
36 | COc1cccc(OC)c1C(=O)Nc1c(C(=O)N2CCN(C)CC2)oc2ccccc12 | 0.3% | 15% | nt | ? | 11% | 0.5 | -5% | -8% | -2%
37 | CCCCCCCCSc1nnc(-c2ccc(OC)cc2)o1 | -2.3% | -8% | i | i | -7% | -6.7 | -6% | nt | 1%
38 | Cc1ccc(NS(=O)(=O)c2ccc(C(=O)NCCCN3CCCC3=O)cc2)cc1C | -0.1% | ? | i | i | 0% | 1.8 | -3% | ? | 2%
39 | c1ccc(-c2nnc(C3CC(c4ccncc4)=NO3)o2)cc1 (configuration not stated) | -0.6% | -22% | i | i | 2% | 0.5 | 0% | ? | nt
40 | Nc1nnc(SCC(=O)Nc2ccc3nc(SCC(=O)Nc4ccccc4)sc3c2)s1 | 3.0% | -7% | i | i | -3% | -0.5 | -18% | ? | -4%
41 | C/C(=N\NC(=O)C1(C)CC1(Br)Br)c1cccc(NC(=O)C2CCC2)c1 (configuration not stated) | 2.8% | 18% | i | i | -5% | -3.2 | -8% | -23% | 1%
42 | COc1ccc(-c2nc3ccccc3o2)cc1NC(=O)c1cccnc1 | 0.8% | -9% | nt | ? | -23% | nt | -3% | 3% | nt
43 | COc1ccc(-n2nnnc2SCC(=O)N2CCCC2)cc1OC | -0.7% | 0% | nt | i | -7% | -1.4 | 6% | 3% | 1%
44 | Cc1[nH]n(-c2ccccc2)c(=O)c1/C=N/NC(=O)c1ccccc1F | 5.8% | -3% | i | i | -19% | -1.9 | -20% | ? | 1%
45 | CN(C)/C(Cn1cncn1)=C1/N=C(c2c(F)cccc2F)OC1=O | 14% | ? | i | i | 3% | -0.1 | 0% | 0% | 0%
46 | CC(=O)Nc1ccc(S(=O)(=O)Nc2ccc(-n3cnnn3)cc2)cc1 | 0.0% | 0% | i | ? | 1% | -4.7 | -1% | 4% | -2%
47 | COc1cc(C(=O)OCC(=O)N2CCCC2=O)cc(OC)c1C | -0.1% | -15% | i | i | 0% | 1.7 | 2% | -5% | -1%
48 | CCC(C)Nc1nc(N)c([N+](=O)[O-])c(NC2CCCCC2)n1 (configuration not stated) | -0.6% | 9% | i | ? | 7% | -1.0 | 0% | -5% | 0%
49 | CCOc1ccc(NC(=O)COC(=O)c2cc(S(=O)(=O)N3CCCC3)ccc2C)cc1 | 3.0% | ? | i | i | -1% | 0.9 | -1% | 3% | -1%
50 | Cc1ccc(S(=O)(=O)N2CCSC2C(=O)O)cc1 (configuration not stated) | -0.3% | -2% | i | i | -19% | -0.1 | 2% | 8% | 0%
